Bioassay records as filed in PubChem.
HCV NS3 hel inh: blocks Hepatitis C virus NS3 helicase unwinding; NS3 helicase DNA unwinding, Cy5 molecular beacon fluorescence; inhibition, % at 10.9 µM; 290,000 tested, 0.56% active; AID 1800;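 active means inhibition above the mean of all tested compounds plus 3 SD, set per campaign, cut at about 35% in these data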;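 further: 0% = DMSO wells and 100% = thioflavine S control wells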
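Material: hepatitis C virus NS3 helicase domain fragment enzyme; measured by: Cy5 fluorescence, 0 and 60 min reads; control set: DMSO and thioflavine S; incubation: 60 min unwinding reaction at 25 °C after ATP addition; read-out basis: % inhibition from 60/0 min fluorescence ratio, DMSO 0%, thioflavine S 100%; repeats: singlicate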
p-CIP stab down: p/CIP protein destabilization. F442A p/CIP-EGFP cells, EGFP fluorescence, 16 h. decrease of EGFP signal, % at 10 µM. 290,000 tested, 0.01% active. AID 1984;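 active means EGFP signal decrease of at least 30% at 10 µM or well 3 SD below plate mean, unless failing retest; inactive means the rest, including hits failing retest or dose response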; further: some compounds called inactive have numbers as strong as hits; many of its hits are not listed in these tables
FID counter: displaces DNA intercalator in HCV helicase counter-screen | DNA fluorescent intercalator displacement, fluorescence | inhibition, % at 7.9 µM | 290,000 tested, 0.17% active; in the data active means inhibition above about 37%;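 further: 0% = vehicle and 100% = reference compound; higher means more ethidium bromide displaced from hairpin DNA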
SUMO HTRF inh: blocks human SUMOylation mediated by UBC9; 290,000 tested, 0.36% active; inhibition, % at 35 µM; HTRF SUMOylation assay, SAE1/SAE2 + UBC9, in vitro; in the data active means inhibition above about 50%, passing the limit was not always enough; further: strong numbers were not always called active
M18AAP inhibitor: blocks P. falciparum M18 aspartyl aminopeptidase | recombinant PfM18AAP, H-Glu-NHMec fluorogenic cleavage | 290,000 tested, 1.2% active | inhibition, % at 7.35 µM;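 active means inhibition above the campaign mean inhibition over all tested compounds plus 3 SD, cut at about 28% in these data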;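 further: 0% = plate median of test compound wells and 100% = 2 mM ZnCl2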
IDE act: IDE (human) activation, cell-based; HEK cells, FAbeta-B cleavage, fluorescence polarization; 0% vehicle, 100% cell-free pure enzyme wells; AID 493087; P14735; activation, % at 5.96 µM; 340,000 tested, 0.073% active;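 active means activation above the mean of all tested compounds plus 3 SD, set per screening campaign, cut at about 17% in these data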
Target sequence (P14735 whole entry, looked up): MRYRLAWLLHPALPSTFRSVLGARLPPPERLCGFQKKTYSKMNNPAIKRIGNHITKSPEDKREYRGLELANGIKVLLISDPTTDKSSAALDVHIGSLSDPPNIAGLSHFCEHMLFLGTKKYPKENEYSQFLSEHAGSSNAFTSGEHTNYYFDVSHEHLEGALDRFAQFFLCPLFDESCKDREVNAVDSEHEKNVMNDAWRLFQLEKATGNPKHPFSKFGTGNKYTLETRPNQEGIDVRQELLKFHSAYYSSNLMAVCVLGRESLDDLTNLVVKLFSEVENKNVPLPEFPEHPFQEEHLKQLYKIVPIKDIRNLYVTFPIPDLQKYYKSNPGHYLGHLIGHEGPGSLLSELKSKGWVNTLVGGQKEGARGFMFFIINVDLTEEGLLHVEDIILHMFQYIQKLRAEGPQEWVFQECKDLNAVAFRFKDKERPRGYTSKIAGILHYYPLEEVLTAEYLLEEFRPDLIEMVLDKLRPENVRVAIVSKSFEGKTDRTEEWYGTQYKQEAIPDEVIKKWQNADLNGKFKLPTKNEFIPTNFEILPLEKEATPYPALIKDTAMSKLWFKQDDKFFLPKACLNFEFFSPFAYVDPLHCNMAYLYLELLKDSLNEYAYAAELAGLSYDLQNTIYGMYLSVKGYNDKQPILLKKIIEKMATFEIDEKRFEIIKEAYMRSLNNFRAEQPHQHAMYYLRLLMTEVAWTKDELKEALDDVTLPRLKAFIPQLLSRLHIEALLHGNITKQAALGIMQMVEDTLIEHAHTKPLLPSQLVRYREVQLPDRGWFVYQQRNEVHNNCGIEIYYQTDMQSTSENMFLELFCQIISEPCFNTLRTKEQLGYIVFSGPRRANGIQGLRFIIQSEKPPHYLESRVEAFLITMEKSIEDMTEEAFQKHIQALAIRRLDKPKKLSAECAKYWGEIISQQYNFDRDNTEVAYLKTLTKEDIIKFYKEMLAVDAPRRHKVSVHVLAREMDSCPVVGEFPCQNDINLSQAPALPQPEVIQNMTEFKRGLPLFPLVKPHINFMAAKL
IDE cell inh: cellular human IDE inhibition | AID 434962 | HEK cells, FAbetaB cleavage, fluorescence polarization | P14735 | 320,000 tested, 0.41% active | inhibition, % at 5.59 µM;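 active means percent inhibition above the average of all tested compounds plus 3 SD, set per screening campaign, cut at about 16% in these data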;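 further: IDE supplied by intact live HEK cells; FP after avidin binding of uncleaved biotin substrate so inhibition keeps polarization high; 0% = DMSO wells and 100% = 60 µM reference IDE inhibitor Ii1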
VIM-2 inh: blocks Pseudomonas aeruginosa VIM-2 metallo-beta-lactamase. purified VIM-2, nitrocefin hydrolysis, epi-absorbance fluorescence. inhibition, % at 5.6 µM. 290,000 tested, 0.89% active;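 active means inhibition above the mean of all tested compounds plus 3 SD, cutoff set per screening run, cut at about 7.5% in these data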;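 further: red hydrolysis product quenches plate fluorescence so inhibitors raise well fluorescence; 0% = enzyme with DMSO and 100% = DMSO without enzyme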
IMP-1 inhibitor: blocks Pseudomonas aeruginosa IMP-1 metallo-beta-lactamase. purified IMP-1, nitrocefin hydrolysis, epi-absorbance fluorescence. inhibition, % at 5.6 µM. 290,000 tested, 0.45% active. AID 1556;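 active means inhibition above the mean plus 3 SD of all compounds in the same screening run, cut at about 4.5% in these data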;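 further: 0% = IMP-1 with DMSO and 100% = DMSO wells lacking enzyme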
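Material – recombinant IMP-1 enzyme, purified · Amount – IMP-1 0.2 nM before substrate addition · Medium – HEPES buffer pH 7.1 with ZnSO4 and Brij 35 · Timing – 25 °C, 15 min preincubation, 25 min reaction · Measured by – plate fluorescence quenching by hydrolysis product, ex 480/em 530 nm · Read-out – percent enzyme inhibition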
* marks the source's active call; other numbers are inactive results; . = no result given.

mol	p-CIP stab down	HCV NS3 hel inh	M18AAP inhibitor	FID counter	SUMO HTRF inh	IDE cell inh	VIM-2 inh	IDE act	IMP-1 inhibitor
NC(=S)Nc1cccc2cn[nH]c12	-4	-9	-5	1	14	-3	0.3	-1	-0.5
COCCCN1CN(S(=O)(=O)c2ccc(C)cc2C)c2nc3ccccc3nc21	-29	-19	-4	-33	-11	0	-1.2	4	-3.1
CC(/C=C/c1ccccc1)=N\NC(=O)c1ccncc1	-18	-1	0	0	12	-8	-2.0	1	-3.6
Fc1cccc(-n2ncc(-c3nnnn3-c3ccccc3)c2C(F)(F)F)c1	-5	3	6	-30	-8	4	-1.9	5	0.5
CCCCN(C)S(=O)(=O)c1cc(Br)cc2c1N(C(=O)C1CC1)CC2	-8	0	0	-20	50	0	0.2	2	-2.5
Cc1cc(C)cc(Oc2ccc(-c3nnc(-c4ccccc4)o3)cc2[N+](=O)[O-])c1	-1	-6	1	-2	-4	1	-1.0	-3	-2.6
Cc1cc(C)nc(SCC(=O)N/N=C\c2sccc2C)n1	-13	4	-7	-12	4	4	0.1	-2	-2.5
CCC(C)C1=CC(=Nc2c(C)n(C)n(-c3ccccc3)c2=O)C=C(C(C)CC)C1=O (configuration not stated)	1	5	8	-10	1	-1	-2.3	13	-1.9
c1ccc(-c2csc3ncnc(NCCCN4CCOCC4)c23)cc1	-8	-1	-4	3	-12	3	1.0	1	-0.5
Cc1ccnc(NS(=O)(=O)c2ccc(NC(=O)C3C4C=CC(C4)C3C(=O)O)cc2)n1 (configuration not stated)	10	-11	-10	1	12	-2	-0.3	-2	-1.1
COc1ccc(C(C(=O)NCC2CCCO2)N(C(=O)CNC(=O)c2cccs2)c2ccc(C(C)=O)cc2)cc1OC (configuration not stated)	-13	-2	-12	-23	0	2	0.1	3	-1.6
Cc1[nH]c(=O)[nH]c(=O)c1CSCC(=O)OCC(=O)c1ccc(Br)cc1	-6	21	-1	-4	4	7	-2.4	-4	-2.3
CC1CCCCC1NC(=O)C1CCN(C(=O)NC2CCCCC2)CC1 (configuration not stated)	1	-1	1	-9	-13	4	-0.3	-1	2.3
COc1ccccc1N1CCN(C(=O)c2cc3cc(Cl)ccc3[nH]2)CC1	-12	4	7	-33	-2	1	-0.5	1	-3.1
CNNC(=S)Nc1ccc(Cl)cc1	-20	1	13	-8	2	10	-1.9	-3	-3.3
OC1CCCN(Cc2ccccc2)C1 (configuration not stated)	4	6	-3	-2	-16	6	-0.7	6	-2.3
O=C(CNCCN1CCOCC1)Nc1ccccc1Sc1ccccc1	-10	-11	7	15	19	8	3.5	4	-1.5
COC(=O)c1sc(-c2ccc(Cl)cc2)cc1NC(=O)COCC(=O)O	6	0	-1	-5	-40	0	1.3	4	-4.2
COc1ccc(OC)c(NC(=O)c2cc(-c3c(C)cc(C)cc3O)n[nH]2)c1	-10	1	9	-14	14	-1	-3.4	-3	-3.4
Cc1onc(C(=O)N2CCC(C(N)=O)CC2)c1-c1ccccc1Cl	-4	11	7	2	-4	1	-3.6	3	-5.3

A draw from above in order of molecular weight, highest first.
mol	p-CIP stab down	HCV NS3 hel inh	M18AAP inhibitor	FID counter	SUMO HTRF inh	IDE cell inh	VIM-2 inh	IDE act	IMP-1 inhibitor
Cc1onc(C(=O)N2CCC(C(N)=O)CC2)c1-c1ccccc1Cl	-4	11	7	2	-4	1	-3.6	3	-5.3
Cc1cc(C)nc(SCC(=O)N/N=C\c2sccc2C)n1	-13	4	-7	-12	4	4	0.1	-2	-2.5
CC(/C=C/c1ccccc1)=N\NC(=O)c1ccncc1	-18	-1	0	0	12	-8	-2.0	1	-3.6

Other structures follow:
mol	p-CIP stab down	HCV NS3 hel inh	M18AAP inhibitor	FID counter	SUMO HTRF inh	IDE cell inh	VIM-2 inh	IDE act	IMP-1 inhibitor
NC1=NN=C(N2N=C(c3ccco3)CC2(O)C(F)(F)F)n2ncnc2C1 (configuration not stated)	-12	-1	-3	-9	33	0	-3.4	5	-3.8
Cc1cc(=O)oc2c(C)c(OCC(=O)NCCN3CCOCC3)ccc12	6	7	-3	-6	3	6	5.0	0	-2.2
CSc1nc2ccccc2c(=O)n1N	-1	2	1	0	20	1	-2.2	-2	-1.9
O=C(CCCOc1ccccc1)NC1CCCc2ccccc21 (configuration not stated)	-8	2	-8	-16	25	3	-0.1	-6	-2.6
Cc1cc(C(=O)NNC(=S)NCC(C)C)no1	3	-1	9	-6	9	-4	4.7	-2	-1.6
CN(C)c1ccc(-c2nn3c(-c4ccc(Cl)cc4Cl)nnc3s2)cc1	-10	-5	-8	-2	-4	.	-0.1	.	-2.0
CN(C)c1ccnc(Nc2ccc(O)cc2)c1C#N	3	6	1	-10	8	-2	0.3	-2	-1.9
CC(=O)Nc1c(Cl)cc([N+](=O)[O-])c2ccccc12	-15	8	4	1	14	1	-1.0	4	-2.7
COc1ccc(NC(=O)CCc2nnc3ccc(N4CCC5(CC4)OCCO5)nn23)cc1	6	13	-5	-28	0	4	-1.6	6	-3.9
CCOCC(=O)Nc1cc(C)on1	-2	-15	1	-2	-9	-5	0.1	7	-1.1
Cc1ccc(C)c(N2CCN(C(=O)CCC(=O)Nc3nnc(C(F)(F)F)s3)CC2)c1	-3	-5	3	-36	-3	1	-4.4	-2	-4.3
Cc1cc(C)c(S(=O)(=O)c2ccccc2)c(OC(=O)c2c(F)cccc2Cl)n1	-2	-4	-6	-6	7	-5	-2.5	3	-0.4
Cc1ccc(C(=O)N[C@H](C(=O)OCc2cc(=O)oc3cc(C)ccc23)C(C)C)cc1	14	0	-2	-4	-18	-2	1.8	-3	-0.8
CCOC(=O)CSc1nc2c(c(-c3ccc(C)o3)c1C#N)CCCC2	-11	6	-1	-17	6	1	-1.4	4	0.7
CSCC(=O)NC1CCCN(C2Cc3ccccc3C2)C1 (configuration not stated)	6	1	7	-1	8	2	-1.1	0	-1.9
COc1ccccc1-c1nnc(SCC(=O)O)n1-c1ccccc1	-14	-4	-16	-13	8	-4	-0.3	-1	-1.6
CCN(CCO)c1ccc(NC(=S)Nc2cccc(S(=O)(=O)N(C)C)c2)cc1	25	22	10	-14	27	-4	-0.4	5	0.9
O=C1CSC(=S)N1c1ccc(F)c(Cl)c1	-14	12	28*	3	15	8	-1.6	2	1.9
CS(=O)(=O)Nc1cccc(-c2cn3ccccc3n2)c1	-10	-37	3	-2	5	8	-2.1	2	-2.8
CC(=O)NCc1ccc(C(=O)O)cc1	1	-8	-1	2	19	1	-1.2	0	-3.2
Cc1ccc(C(=O)NCCCn2ccnc2)o1	4	16	-25	-2	-4	0	-1.2	6	-3.0
Cc1cccc(N2C(=O)CC(SC(=Nc3ccccc3)Nc3ccccc3)C2=O)c1 (configuration not stated)	3	-15	-1	-18	-19	4	0.2	1	-0.8
O=C(CN1CCN(S(=O)(=O)c2ccc(F)cc2)CC1)NC1CCCC1	7	-2	3	-18	23	-1	-4.0	-2	-3.2
COc1ccc(C(=O)NCC(=O)N/N=C(\C)c2ccco2)cc1OC	2	-16	2	-14	19	7	-4.1	-2	-2.0
CCSc1nc2ccccc2c(=O)n1Cc1ccc(F)cc1	-1	-12	-5	-4	-8	5	-0.5	2	-1.9
C#CCN1C(=O)S/C(=C\c2cc3c(cc2OC)OCO3)C1=O	-9	4	8	-4	22	1	-1.6	6	-2.4
Cc1ccc(/C=N/NC(=O)c2c(C)nc3ccc(Br)cn23)cc1	-15	6	-1	-2	8	-5	-0.9	2	-2.6
Cc1c(C(C)NC(=O)c2ccc3nc(Cc4ccccc4F)oc3c2)cnn1C (configuration not stated)	4	4	-2	-41	-8	5	-2.5	-2	-5.5
O=C(/C=C/c1ccco1)N1CCC(Cc2ccccc2)CC1	-24	6	-14	-32	2	6	-3.0	6	-3.8
Cc1cc(NC(=O)CCN2CCN(C)CC2)ccc1Br	-4	9	-4	13	-8	2	0.2	7	-3.4
COc1ccc(Cl)cc1NC(=O)CCN1C(=O)C2CC=CCC2C1=O (configuration not stated)	-8	-2	0	-11	10	-1	-0.5	5	-2.5
CCOc1ccc(-c2noc(-c3cccnc3)n2)cc1OC	-23	3	-12	-14	19	6	3.6	3	-0.6
COc1cc(NCCC(=O)c2cccs2)c(OC)cc1Cl	7	-2	7	2	3	3	-1.3	1	-3.8
Cn1cc(SCC(=O)NC2CCCC2)c2ccccc21	-6	5	2	-8	11	-2	-1.0	-4	1.2
O=C(C1CCN(S(=O)(=O)c2cnc[nH]2)CC1)N1CCc2ccccc2C1	2	-4	-5	-4	-24	8	2.0	-7	-0.3
NC(=O)/C(=C/c1ccco1)NC(=O)/C=C/c1ccccc1	-12	8	9	3	14	0	-5.0	0	-3.9
COc1ccc(/C=N/NC(=O)c2cc(-c3cccnc3)nc3ccccc23)c(OC)c1	-1	11	-5	5	32	1	-2.6	1	-2.6
CCC(C)N1CC(O)=C(c2nc3ccccc3[nH]2)C1=N (configuration not stated)	-2	-3	-7	0	-10	-1	0.3	-2	-3.8
O=C(COC(=O)CCC1CCCC1)Nc1ccc(Cl)cc1F	1	5	-3	-4	3	4	0.1	4	-2.8
O=S(=O)(Nc1ccccc1Cl)c1cccc2nsnc12	-9	-10	3	-2	14	-6	0.2	7	-0.4
CCOC(=O)c1sc(=S)n(C)c1C	1	-2	-1	0	3	1	-3.0	1	-3.6
CCOC(=O)C1CCN(C(=O)CN(c2cc(Cl)ccc2OC)S(=O)(=O)c2ccccc2)CC1	-14	-10	-7	-46	7	7	-0.7	0	-0.6
CCCNS(=O)(=O)c1cccc2cccnc12	-12	.	.	.	10	0	.	5	.
Nc1ccc(Oc2cccc(Oc3ccc(N)cc3)c2)cc1	6	-6	2	-8	-30	-1	-2.5	-4	-2.0
COCc1[nH][nH]c(=O)c1C=NCC(=O)OC	4	-8	3	-1	6	-1	-2.4	4	-3.0
O=C(CN1CCN(Cc2ccccc2)CC1)NC(=O)NC1CCCCC1	-2	-12	2	14	2	4	0.3	1	-5.1
O=[N+]([O-])c1cc2c(c(CSc3nnc(Nc4ccccc4)s3)c1)OCOC2	-12	-5	0	-1	3	7	1.1	5	1.3
COc1ccc(NC(=O)O/N=C/c2ccncc2)cc1	-2	-7	-5	3	8	1	-1.7	6	-3.9
CC1CN(c2nc(N(C)c3ccccc3)nc(N)c2[N+](=O)[O-])CC(C)O1 (configuration not stated)	-20	10	-4	-39	8	4	-1.9	3	-4.3
CCC(=O)c1ccc(OCCN2CCOCC2)cc1	-5	-2	-11	-3	-4	3	-0.6	4	-2.5

Remaining list, next part
mol	p-CIP stab down	HCV NS3 hel inh	M18AAP inhibitor	FID counter	SUMO HTRF inh	IDE cell inh	VIM-2 inh	IDE act	IMP-1 inhibitor
Cc1cccc(CNC(=O)c2ccc(NC(=O)C3=CSCCO3)cc2)c1	-3	-5	-1	-33	2	-3	-0.4	5	-0.8
Cc1cccc(N2CCCn3c2nc2c3c(=O)n(CCN3CCOCC3)c(=O)n2C)c1	-8	-8	-4	2	-7	-2	-0.5	1	-0.4
CCn1c(N)c(C(=O)NCc2ccco2)sc1=S	-6	3	-15	4	27	-7	-2.1	1	-5.2
COc1ccc(CCN(Cc2cc3cccc(C)c3[nH]c2=O)C(=O)NC2CCCCC2)cc1OC	-23	-5	7	-27	0	2	-1.6	4	-1.1
